Source: PubChem
p53 reactivator: re-activators of mutant p53. H1299 p53-A138V BP100-luciferase reporter, luminescence, 24 h. Potency, µM (series often up to 92.2 µM), for inactives: top-dose activity change, positive = activation, usual class: activators. actives 0.063% (n = 320,000); also: potency is read from the fitted curve at half-maximal effect; % of control where 0% means no effect; nearly all actives have a fitted effect of over 45% in size
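p53-null H1299 cells stably carrying temperature-sensitive p53-A138V and a BP100-luciferase reporter were pinned with compounds (4-point, 1:5 series) and held 24 hrs at 37 deg C. Luminescence was read 10 min after detection reagent.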
A-T KAP1 phos: potential ataxia-telangiectasia treatment; […] A-T fibroblasts, KAP-1 phosphorylation AlphaLISA; neocarzinostatin DNA damage 30 min before lysis; Potency, µM (top dose mostly 57.5 µM), inactives show at the top dose activation, most hits filed as activators; actives 0.19% (n = 320,000); AID 485349; also: potency is read from the fitted curve at half-maximal effect; % of control where 0% means no effect; nearly all actives have a fitted effect of over 45% in size
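ATM-like activity read as KAP-1 phosphorylation via AlphaLISA donor/acceptor antibody pairs after lysis and 6 hr at 25C. Cells were ATM-null patient fibroblasts ([…], hTERT), dosed 60 min, then exposed to the DSB inducer NCS for 30 min.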
CXXC DNA block: MLL CXXC-DNA interaction inhibition; Potency, µM (titrated, usually from 115 µM), for inactives: at the top dose activity change, negative = inhibition, most hits filed as inhibitors; Q03164; actives 0.037% (n = 290,000); AID 2662; MLL-CXXC / FITC-HOXA9 DNA fluorescence polarization; active = well fitted inhibition curve with a large enough effect in the polarisation, with a control signal flat, not every such curve was filed as active; inconclusive = small, poorly fitted or top-dose-only effect, or effect the other way, or a change in a side signal; inactive = no such curve, though single readings can be large or run the other way; the % refers to the polarisation; also: potency is read from the fitted curve at half-maximal effect
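Purified MLL-CXXC (added from a 7 uM solution) was preincubated 5 min at ambient with pinned compounds in 50 mM Tris-HCl pH 7.5, 50 mM NaCl, 1 mM DTT, 0.05% BSA. Fluorescein-labeled HOX-A9 DNA (50 nM solution) followed, 30 min, then polarization read.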
a7 integrin act: integrin-mediated muscular dystrophy alleviation activation; actives 0.064% (n = 350,000); Potency, µM (titrated, usually from 38.3 µM), for the others: at the top dose activation, most hits filed as activators; AID 624291; alpha7betagal myoblasts, beta-gal FDG fluorescence, 48 h;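 also: potency is read from the fitted curve at half-maximal effect; 100% = response of the positive control SU9516; nearly all actives have a fitted effect of over 60% in size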
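alpha7betagal+/- myoblasts (passage 13, 250/well) treated 48 h at 37C with compounds at 1:260 dilution of DMSO stock. Lysed, then beta-galactosidase activity read as FDG fluorescence (ex 480/em 540) after 30 min, with pre-read for autofluorescence.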
ELG1 DNA repair: inhibitors of ELG1-dependent DNA repair in HEK293T cells; HEK293T ELG1-luciferase reporter, luminescence, 16 h; DNA damage induced by 5-fluorouridine; Potency, µM (titrated, usually from 46.1 µM), inactives show top-dose activity change, negative = inhibition, most hits filed as inhibitors; actives 2.3% (n = 330,000); AID 504467; also: potency is read from the fitted curve at half-maximal effect; % is scaled to controls: 0 for no effect and ±100 for the full control effect; nearly all actives have a fitted effect of over 55% in size
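HEK293T cells expressing luciferase-tagged ELG1 (2,000/well) received 5-Fluorouridine plus compound or DMSO for 16 hr at 37 °C. Luciferase was read by ONE-Glo luminescence after 30 min at room temperature.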
TSG101-PTAP inh: blocks PTAP/TSG101 interaction to inhibit HIV-1 budding | Fluorescence polarization, FITC-PTAP peptide / Tsg101 binding | Potency, µM (doses to about 115 µM), for the others: at the top dose activity change, negative = inhibition, most hits filed as inhibitors | 340,000 tested, under 10 active | Q99816 | AID 493005; active = well fitted inhibition curve with a large enough effect in the main read-out, with a control signal flat, not every such curve was filed as active; inconclusive = small, poorly fitted or top-dose-only effect, or effect the other way, or a change in a side signal; inactive = no such curve, though single readings can be large or run the other way; also: potency is read from the fitted curve at half-maximal effect; % of control where 0% means no effect
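Compounds were pin-transferred onto Tsg101 binding domain (10 uM final) in HEPES pH 7.5 buffer, then FITC-PTAP peptide was added at 50 nM final. After 20 min at RT, polarization reported peptide displacement across a qHTS concentration series.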
BRCA1 expr up: activators of BRCA1 expression | MCF7-BRCA1-FFLuc reporter, luminescence, 48 h; response scale: scaled: vehicle 0%, 10 µM genistein 100% | actives 1.1% (n = 380,000) | Potency, µM (titrated, usually from 46.1 µM), for the others: top-dose activation, most hits filed as activators | AID 624202; also: potency is read from the fitted curve at half-maximal effect; nearly all actives have a fitted effect of over 80% in size; some results filed as inactive show a strong effect at the top dose
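Cells: MCF7-BRCA1-FFLuc, 2000/well. Exposure: 48 h, 37 °C, 5% CO2. Read: luminescence, 15 min post-substrate. Controls: genistein 10 microM (maximal activation), DMSO (neutral).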
B2AR arrestin: beta2AR (human) beta-arrestin recruitment activity | P07550 | beta-arrestin recruitment to beta2AR, cell-based reporter | Potency, µM (doses to about 46.1 µM), without a hit: top-dose activation, usual class: activators | actives 0.02% (n = 330,000);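 also: potency is read from the fitted curve at half-maximal effect; 0% = DMSO controls and full agonism = EC100 isoproterenol or metaproterenol; nearly all actives have a fitted effect of over 65% in size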
TRPV1 agonist: agonists of human vanilloid receptor 1 (TRPV1) | Q8NER1 | TRPV1-expressing cells, Fluo-8 calcium influx, agonist mode | activation, % at 8.33 µM | actives 0.19% (n = 320,000); in the data active = activation above about 80%; inconclusive = between about 30% and that limit; also: 0% is about no effect
Target sequence (Q8NER1 whole entry, looked up): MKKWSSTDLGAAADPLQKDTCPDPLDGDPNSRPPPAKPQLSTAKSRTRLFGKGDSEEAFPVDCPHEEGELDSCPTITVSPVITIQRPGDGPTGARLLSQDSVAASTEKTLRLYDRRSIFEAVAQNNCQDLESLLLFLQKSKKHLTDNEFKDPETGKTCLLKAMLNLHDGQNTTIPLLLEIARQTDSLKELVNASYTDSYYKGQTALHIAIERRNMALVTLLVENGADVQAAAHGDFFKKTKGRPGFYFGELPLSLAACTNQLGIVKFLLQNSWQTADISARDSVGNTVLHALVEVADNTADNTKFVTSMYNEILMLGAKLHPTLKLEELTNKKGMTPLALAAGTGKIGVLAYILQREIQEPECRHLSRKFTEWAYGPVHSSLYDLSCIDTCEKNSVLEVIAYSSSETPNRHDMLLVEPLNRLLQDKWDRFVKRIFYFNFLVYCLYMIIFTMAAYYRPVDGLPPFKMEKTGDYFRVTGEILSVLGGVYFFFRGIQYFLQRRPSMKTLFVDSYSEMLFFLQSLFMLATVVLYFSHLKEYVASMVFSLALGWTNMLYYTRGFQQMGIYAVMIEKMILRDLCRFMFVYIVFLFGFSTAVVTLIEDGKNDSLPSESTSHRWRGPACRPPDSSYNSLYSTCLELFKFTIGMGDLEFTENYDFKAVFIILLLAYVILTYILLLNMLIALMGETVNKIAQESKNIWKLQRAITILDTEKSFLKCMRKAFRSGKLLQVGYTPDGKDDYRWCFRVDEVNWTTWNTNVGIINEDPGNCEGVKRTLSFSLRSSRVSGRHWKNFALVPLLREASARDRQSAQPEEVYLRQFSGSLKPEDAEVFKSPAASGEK
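Fluo-8 calcium influx in TRPV1-expressing cells, kinetic read (ex 480/em 520 nm). Compound added and read 3 min for agonist activity, followed by capsaicin at EC20 final and 2 min further read for enhancement.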
TCR activator: activates T cell receptor signaling | primary human leukocytes, anti-CD3, IL-2 HTRF, 48 h | Potency, µM (doses to about 9.22 µM), without a hit: at the highest dose activation of IL-2 secretion, most hits filed as activators | 330,000 tested, under 10 active; also: % of control where 0% means no effect
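1) Mix primary human leukocytes, a-CD3 beads and compound. 2) Incubate 48 hr. 3) Add HTRF IL-2 reagents (a-IL-2-K, a-IL-2-d2).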
The depositor's hits bear a star; ? = inconclusive; . = no result given; & = joins results of further samples; [ ] = another dose, or the depositor's remark. Unless noted, calls follow the shape of the dose curve; as a rule, active = well fitted curve in the direction sought with a large enough effect; inconclusive = small, poorly fitted or top-dose-only effect, or another doubt; inactive = no such curve, though single readings can be large; an effect the other way counts as inactive or inconclusive.

SMILES	p53 reactivator	A-T KAP1 phos	CXXC DNA block	a7 integrin act	ELG1 DNA repair	TSG101-PTAP inh	BRCA1 expr up	B2AR arrestin	TRPV1 agonist	TCR activator
COc1ccc(Cl)cc1C(=O)NNC(=O)CNC(=O)c1ccc(C)s1	-7.7%	8.0%	.	-19.4%	13.8%	-4.2%	-36.4%	-0.8%	.	2.0%[46.1 µM]
CCCN(CC(=O)Nc1ccccc1OC)C(=O)c1cnc(Cl)c(Cl)c1	-5.2%	-6.4%	12.1%	-0.4%	-5.1%	-3.9%	-39.7%	-0.6%	5.0	-14.6%
COc1cc(OC)cc(-c2cc3nc(C)c(CCC(=O)O)c(C)n3n2)c1	-23.3%	9.0%	-5.5%	1.3%	?	-4.5%	-73.9%	-0.4%	0.5	-5.1%
COc1ccc(C(=O)NC2CCN(C(=S)Nc3ccc(C)cc3)CC2)cc1	-3.7%	10.9%	-4.5%	7.3%	-26.2%	-0.8%	10.5%	0.4%	1.2	4.7%
O=C(C1CC1)N1CCc2cc(S(=O)(=O)N3CCOCC3)ccc21	-1.3%	7.2%	1.4%	5.7%	-1.9%	-1.8%	-12.6%	-0.6%	2.3	-0.4%
CCN(Cc1nc2ccccc2c(=O)[nH]1)Cc1cc(=O)oc2cc(OC)ccc12	3.4%	0.5%	-1.0%	-14.9%	?	-1.4%	1.3%	-0.1%	-1.5	0.0%
O=C(OCc1nc2scc(-c3ccccc3)c2c(=O)[nH]1)c1cccc([N+](=O)[O-])c1	6.3%	2.8%	2.0%	-5.2%	2.8%	-1.1%	2.1%	0.3%	0.5	-1.7%[46.1 µM]
CCCCn1c(N)c(N(CCOC)C(=O)CCNC(=O)c2ccc(Br)cc2)c(=O)[nH]c1=O	2.9%	1.2%	.	1.2%	?	-0.8%	-13.7%	-0.3%	0.0	-41.7%
S=C1NCN(Cc2ccco2)CN1c1ccccc1	-2.5%	-1.2%	-8.5%	0.7%	-4.6%	-1.1%	24.5%	0.0%	-0.3	10.0%
CCOc1ccccc1CNC(=O)c1cc2occc2n1C	0.3%	5.5%	3.1%	-3.0%	13.6%	0.9%	-0.7%	-0.4%	?	-2.7%
COc1ccc(-n2c(Cc3cccn3C)nnc2SCC(=O)Nc2ccccc2F)cc1	-6.2%	-3.2%	5.1%	-12.4%	0.3%	-1.4%	-3.5%	0.2%	0.3	-2.2%[46.1 µM]
CN(CCCN1CCCCC1)C(=O)CCc1nnc(C2CCCCC2)o1	2.4%	-0.6%	5.1%	-0.2%	1.3%	0.6%	-11.5%	-1.2%	-1.8	7.3%
CC1CCN(S(=O)(=O)c2nnc(NC(=O)c3cccc([N+](=O)[O-])c3)s2)CC1	12.4%	-0.1%	-0.4%	6.2%	?	-3.5%	4.4%	0.1%	0.9	-8.2%
CC(=O)NC(CCS(C)(=O)=O)C(=O)Nc1cccc(C)c1 (stereo unspecified)	2.5%	2.9%	-6.5%	17.6%	8.2%	0.3%	19.2%	-0.6%	-1.9	-1.2%
CCOc1ccc(S(=O)(=O)NCc2ccccc2Cl)cc1C(N)=O	-3.1%	-0.3%	19.6%	19.0%	-7.3%	-0.9%	0.0%&-8.8%	-0.1%	-1.3	3.0%
O=C(CC1Sc2ccccc2NC1=O)NCc1ccccc1 (stereo unspecified)	-0.4%	-6.1%	0.6%	0.0%	-6.4%	-4.1%	0.0%	0.4%	0.7	13.6%
CCCc1nnc(SCC(=O)N2C(C)CCCC2C)n1CC1CCCO1 (stereo unspecified)	.	.	-2.4%	19.4%	.	2.0%	22.2%	.	-1.2	-6.1%
CCOc1cc(N2CCOCC2)c(OCC)cc1NC(=O)CN1CCc2ccccc2C1	22.9%	-6.3%	-10.7%	13.4%	?	-15.4%	-9.8%	-0.6%	?	-3.6%
CCN(CC)C1CCN(C(=O)CCc2nnc(CCCCc3ccccc3)o2)C1 (stereo unspecified)	-2.8%	0.0%	-9.8%	9.4%	-7.5%	-2.5%	22.1%	0.0%	5.0	4.4%
CCCCNC(=O)C(CC)Sc1nc2sc(C(=O)OC)c(C)c2c(=O)n1N (stereo unspecified)	-3.8%	4.2%	-4.6%	14.0%	?	-6.0%	-46.7%	-0.4%	.	6.6%
CCCS(=O)(=O)C/C(N)=N/OC(=O)c1ccc(Cl)cc1	-0.3%	0.9%	3.9%	-8.0%	1.2%	-3.6%	8.6%	-1.1%	1.4	2.1%
COc1ccc(C)cc1N1CC(C(=O)Nc2ccccc2N2CCCCC2)CC1=O (stereo unspecified)	-1.6%	3.1%	.	-2.8%	-10.7%	0.9%	-16.7%	0.2%	5.6	4.8%
COc1ccc(C(=O)Nc2cc(C)on2)cc1[N+](=O)[O-]	2.3%	5.6%	7.5%	2.7%	-0.7%	-4.2%	-9.6%	0.2%	-2.5	-1.4%
CN1CCN(C2=C(Cl)C(=O)N(C3CCCCC3)C2=O)CC1	-11.1%	-1.8%	-1.3%	12.0%[7.66 µM]	-26.9%	-3.8%	-74.9%	-0.3%	0.2	-0.5%
CSc1nc2sc3c(c2c(=O)n1C)CCCC3	21.9%	-7.3%	-8.5%	2.3%	?	-2.3%	72.6%	0.5%	11.3	2.6%
CC1CCCN(C(=O)CSc2nnc3n(C4CCCC4)c(=O)c4ccccc4n23)C1 (stereo unspecified)	-3.0%	0.3%	-12.2%	-40.1%[7.66 µM]	9.2µM*	-6.2%	-36.2%	-0.9%	?	.
COc1cc(OC)cc(C(=O)NC(=S)Nc2ccc(Cl)c(C(=O)O)c2)c1	7.4%	8.3%	1.3%	3.4%	12.3%	-3.1%	-20.5%	0.3%	-0.4	-1.6%
CCC(C)C(NC(=O)/C(=C\c1ccccc1)NC(=O)c1ccc(OC)cc1)C(=O)O (stereo unspecified)	8.0%	2.7%	6.4%	-14.9%	19.9%	-2.4%	1.4%	-0.3%	2.6	3.5%
O=C(NCCCN1CCOCC1)c1csc2c1CCCC2	2.9%	.	-9.1%	1.2%	8.1%	0.7%	22.8%	0.0%	0.7	12.6%
Cc1cc(C)n(CC(=O)NNC(=O)c2ccc(OC(F)(F)F)cc2)n1	.	.	.	7.1%	.	-1.5%	-20.7%	-0.1%	.	2.6%[46.1 µM]
CC1Oc2ccccc2N(CC(=O)Nc2ccc3c(c2)OCO3)C1=O (stereo unspecified)	0.4%	5.9%	8.1%	17.9%[7.66 µM]	-6.9%	-3.8%	0.4%	-0.2%	-1.2	-4.5%
NC(=O)c1cc(S(=O)(=O)N2CCOCC2)ccc1Sc1ccccc1N	-2.7%	8.0%	.	-21.3%	3.2%	-3.5%	0.9%	0.1%	-1.4	0.1%
O=C(Nc1ccccc1F)C(=O)c1cn(CC(=O)N2CCCCC2)c2ccccc12	0.4%	7.1%	-1.1%	-5.7%	7.5%	1.4%	33.1%	-0.2%	?	3.1%
CN1/C(=C\C(=O)COC(=O)CNC(=O)c2ccc3ccccc3c2)C(C)(C)c2ccccc21	-5.5%	2.8%	9.3%	-56.3%[inhibitor]	-15.0%	0.3%	3.5%	-0.3%	-0.2	-1.7%[46.1 µM]
CCOC(=O)C1=C(CC)Nc2ccccc2N/C1=N\S(=O)(=O)c1ccccc1OC	-1.4%	-3.4%	.	3.4%	-14.5%	1.4%	-23.3%	-0.2%	3.4	5.1%
Cc1cc(-c2n[nH]c(=S)n2CC(C)C)cs1	-7.2%	1.3%	1.5%	1.1%	-2.2%	-5.3%	-16.9%	-0.6%	-0.4	-3.5%[46.1 µM]
CCOC(=O)Cn1nc(C)c(-c2ccccc2)c1N	12.5%	1.7%	-0.2%	-15.5%	14.2%	-2.6%	2.4%	0.1%	1.2	14.0%
CCCNC(=O)Cc1c(OC)ccc2cc(Br)ccc12	-9.7%	-5.1%	-1.9%	17.2%	-0.2%	-0.2%	-29.3%	0.2%	5.0	-9.9%[46.1 µM]
Cc1cccc(N=Nc2ccc(O)c3ncccc23)c1	?	-15.4%	2.6%	-2.9%	?	-4.2%	-79.4%	0.0%	-2.1	-4.4%[46.1 µM]
O=S(=O)(c1ccccc1)c1cnc(-c2cccnc2)nc1-c1ccc(Cl)cc1Cl	-2.4%	1.8%	-12.0%	?	-6.8%	-4.5%	-39.2%	0.4%	7.8	0.9%
Cc1[nH]c(C)c(S(=O)(=O)NCCc2ccccc2)c1C(=O)N1CCCC1	5.4%	4.8%	3.7%	18.3%	14.2%	-2.6%	-3.3%	0.0%	-0.7	6.9%
COCCCN1CC(=O)N2C(c3cccc(OC)c3OC)c3[nH]c4ccccc4c3C[C@H]2C1=O (stereo partly specified)	-2.7%	0.0%	12.5%	-13.8%	19.7%	-4.0%	-4.4%	4.6%	1.3	4.4%
